Neddylation inh – inhibitors of human cullin neddylation; P61081+Q13564; TR-FRET cullin neddylation, biochemical; calls only at 25 µM; actives 0.58% (n = 360,000); in the data active = inhibition above about 36%
SKN-1 inh – inhibitors of C. elegans SKN-1. C. elegans VP596 Pgst-4::GFP/RFP ratio, acrylamide-induced, 24 h. inhibition, % at 21.8 µM. actives 0.49% (n = 360,000). AID 624304;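 active = interference check ratio from 0.5 to 1.5 plus GFP to RFP signal ratio inhibition reaching or exceeding a fixed threshold, cut at about 30% in these data, passing the limit was not always enough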; also: some compounds called inactive have numbers as strong as hits
MsrA act – activates bovine MsrA enzyme | purified bovine MsrA, absorbance read-out | activation, % at 10.6 µM | actives 0.3% (n = 360,000); in the data active = activation above about 7.5%;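 also: 0% = vehicle and 100% = reference activator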
FAS TE block – blocks the thioesterase domain of human fatty acid synthase; recombinant FAS-TE, OMFH fluorogenic substrate, fluorescence endpoint; inhibition, % at 15 µM; actives 0.67% (n = 360,000); AID 602261;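 active = compounds whose normalised, plate-corrected inhibition of enzyme fluorescence in the single-dose primary screen is 50% or more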;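 also: 0% = DMSO with enzyme and 100% = substrate without enzyme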
Rin1-Abl PPI inh – human Rin1-Abl interaction inhibition; P00519+Q13671; TR-FRET Rin1/Abl binding, biochemical; inhibition, % at 7.35 µM; actives 0.4% (n = 360,000); AID 588664; in the data active = inhibition above about 5%, passing the limit was not always enough
MT1-MMP act inh – blocks activation of human MT1-MMP; HT1080 RFP-PRO-GFP cells, GFP/RFP ratio fluorescence, overnight; percent of plate control window, DMSO zero; AID 651647; actives 0.061% (n = 360,000); GFP/RFP ratio change, % at 20 µM;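 active = GFP/RFP ratio change of at least 30% with cell ATP level not reduced by more than half and red fluorescence within 50% of control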; also: strong numbers were not always called active
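Assay system: HT1080 RFP-PRO-GFP cells | Dosing: 20 µM single dose, 1% DMSO | Incubation: Cells overnight before dosing, compound overnight, 37 °C, 5% CO2 | Evaluation: GFP/RFP fluorescence ratio | Control set: DMSO-only wells and HT1080 RFP-L50D-GFP cell wells as references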
MLLE-PAM2 inh – blocks PAM2 peptide binding to the PABP1 MLLE domain; P11940; GST-MLLE / FITC-PAM2 fluorescence polarization; inhibition, % at 20 µM; actives 0.36% (n = 360,000); in the data active = inhibition above about 35%, passing the limit was not always enough;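 also: plate controls were DMSO wells with GST-MLLE for no effect and wells lacking GST-MLLE protein for full effect; some results filed as inactive read as strong as hits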
Target sequence (P11940 whole entry, looked up, the tested form may be a part): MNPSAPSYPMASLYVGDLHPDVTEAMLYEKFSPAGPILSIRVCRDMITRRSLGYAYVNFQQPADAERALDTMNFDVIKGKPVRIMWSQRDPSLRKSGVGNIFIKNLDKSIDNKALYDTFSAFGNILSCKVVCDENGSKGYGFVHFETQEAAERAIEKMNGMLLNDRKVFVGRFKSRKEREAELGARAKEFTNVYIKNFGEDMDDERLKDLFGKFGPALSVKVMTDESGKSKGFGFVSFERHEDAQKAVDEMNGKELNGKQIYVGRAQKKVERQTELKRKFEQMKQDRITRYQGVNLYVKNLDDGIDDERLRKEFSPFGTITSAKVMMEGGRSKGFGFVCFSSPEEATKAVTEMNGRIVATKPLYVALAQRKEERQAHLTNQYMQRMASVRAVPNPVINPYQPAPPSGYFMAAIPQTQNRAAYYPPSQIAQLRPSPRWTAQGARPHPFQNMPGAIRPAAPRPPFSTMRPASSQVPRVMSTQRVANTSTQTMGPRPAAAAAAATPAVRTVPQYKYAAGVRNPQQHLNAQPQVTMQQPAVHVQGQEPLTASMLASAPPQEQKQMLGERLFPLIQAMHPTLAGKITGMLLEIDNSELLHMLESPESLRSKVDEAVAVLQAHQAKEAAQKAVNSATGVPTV
NRP1-CendR mod – NRP-1/CendR interaction modulation | FAM-RPARPAR peptide binding to NRP-1, fluorescence polarization | actives 0.85% (n = 360,000) | inhibition, % at 25 µM | AID 602438;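 active = inhibition or corrected inhibition above about 18%, plus a signal ratio from 0.5 to 1.5, limit read from the data, passing the limit was not always enough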; also: strong numbers were not always called active
E coli Lon inh – E. coli protease La inhibition | inhibition, % at 7.94 µM | purified E. coli Lon protease, fluorescence polarization | actives 0.42% (n = 360,000); in the data active = inhibition above about 13%, passing the limit was not always enough;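 also: 0% = enzyme with probe and DMSO and 100% = no enzyme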
The depositor's hits bear a star; i = inactive; x = not tested or not shown; & = joins results of further samples.

Values run as follows: Neddylation inh | SKN-1 inh | MsrA act | FAS TE block | Rin1-Abl PPI inh | MT1-MMP act inh | MLLE-PAM2 inh | NRP1-CendR mod | E coli Lon inh
1: Cc1ccc2c(NC(=O)c3ccco3)cccc2n1
  i | 15 | -1 | -6 | -3 | -1 | -95 | -4 | 3
2: CCOc1ccc(CCN2C(=O)c3cccnc3C2=O)cc1OCC
  i | 10 | -4 | 0 | 2 | 3 | -12 | -3 | -4
3: Cc1cccc(NC(=O)c2onc3c2CCCC3)n1
  i | 8 | -3 | -5 | 2 | 2 | -2 | 4 | 5
4: COCCCNC(=O)CCCn1c(=O)c2ccccc2n(CC(=O)Nc2c(C)cccc2C)c1=O
  i | 11 | -4 | -8 | 1 | 1 | -5 | -3 | 0
5: CN1C(=O)NC(=O)C1c1ccccc1 (configuration not stated)
  i | -3 | 0 | -7 | 1 | 3 | -1 | 3 | -15
6: COc1ccc(C(=O)c2c3ccc(C(F)(F)F)cc3[n+]([O-])n2CCCN)cc1
  i | 0 | -12 | -7 | 2 | 1 | 3 | 9 | -3
7: COc1cccc(Nc2nc(C(C)N)cs2)n1 (configuration not stated)
  i | 7 | 3 | -8 | -2 | -2 | -14 | -2 | 7
8: O=C(Cc1cccs1)NCc1ccc2c(c1)OCO2
  i | 17 | -4 | -4 | -2 | -4 | -8 | 9 | -1
9: COc1ccc(C(=O)O)cc1S(=O)(=O)Nc1cccc(C)c1
  i | -7 | -3 | -7 | 1 | -1 | 8 | -4 | 3
10: Nc1ccc2c(O)cc(S(=O)(=O)O)cc2c1
  i | 11 | -2 | -8 | 1 | -6 | 49* | 28* | 137*
11: Cc1c(C(=O)NCc2c(F)cc(F)cc2F)oc2ccc(S(=O)(=O)N3CCOCC3)cc12
  i | 6 | -2 | 11 | -1 | 2 | -8 | 4 | 4
12: CC(=O)NC(NC(C)=O)c1ccc(N(C)C)cc1
  i | 12 | -3 | -3 | -3 | 0 | 12 | 2 | 7
13: C1CCC2(CC1)C1=C(CCCC1)Nc1nnnn12
  i | 1 | -1 | -1 | -3 | -4 | -9 | 0 | 6
14: O=C(CCCc1ccccc1)NCCS(=O)(=O)N1CCN(c2ccccc2)CC1
  i | -11 | -1 | 1 | 1 | 1 | 20 | -15 | -3
15: CC1CCC(C(C)C)C(OC(=O)Cn2c(-c3ccccc3)[n+](C)c3ccccc32)C1 (configuration not stated)
  i | 8&6 | -4&-3 | -5&-7 | -2&1 | -25&-28 | 3&-2 | 10&-5 | 6&-2
16: CCCCN(C(=O)C1CSC2(C)CCC(=O)N12)c1c(N)n(CC(C)C)c(=O)[nH]c1=O (configuration not stated)
  i | 21 | -2 | -6 | 0 | -4 | -8 | 5 | 4
17: CC(C)(C)[C@H](N)C(=O)N[C@H]1CCC2C3CC=C4C[C@@H](O)CC[C@]4(C)C3CC[C@@]21C (some centres not stated)
  i | 9 | -3 | -5 | 3 | 7 | -2 | 1 | 0
18: COc1ccc(NC(=O)CC2(CC(=O)N3CCOCC3)CCCC2)cc1Cl
  i | -2 | 2 | -1 | 2 | 4 | 10 | -1 | 4
19: Cc1nc2ccccc2nc1OCC(=O)NCc1ccc2c(c1)OCO2
  i | -19 | -13 | -16 | -2 | -4 | -24 | -5 | -6
20: Cc1ccc(NC(=O)Nc2ccc(F)cc2)cc1Cl
  i | 3 | -3 | 3 | -5 | 4 | 15 | 6 | 7
21: Cc1ccc(S(=O)(=O)N(C)CCCC(=O)Nc2ccncc2)cc1
  i | 9 | 1 | 0 | -3 | -2 | 10 | 0 | -18
22: Cc1ccc(NC(=O)C2CCCN2C(=O)Oc2ccccc2)cc1C (configuration not stated)
  i | -16 | -2 | 0 | 2 | -1 | 5 | -6 | -1
23: CCC(C)Sc1ccc([C@H]2N[C@@](C)(C(=O)OC)[C@H]3C(=O)N(CC)C(=O)[C@@H]23)cc1OC (some centres not stated)
  i | -7 | -6 | -11 | 1 | 1 | -8 | -10 | 0
24: COc1ccc(N2C(=O)CC(N3CCN(Cc4ccc5c(c4)OCO5)CC3)C2=O)cc1 (configuration not stated)
  i | 1 | 0 | -6 | -1 | 2 | 7 | 9 | 10
25: CC1(OC(=O)CCc2ccccc2)C(=O)C=C2C=C(c3ccc(C#N)cc3)N(c3ccccc3)C=C2C1=O (configuration not stated)
  i | -2 | -4 | 2 | 0 | -7 | -9 | -3 | -8
26: Cc1ccccc1-c1cc2nc(Oc3cccc(F)c3)n(C)c(=O)c2s1
  i | 8 | -1 | 20 | -4 | -4 | 18 | 12 | -1
27: CCN(CC)S(=O)(=O)c1ccc(Oc2ccccc2OC)cc1
  i | 9 | -9 | 13 | -2 | 2 | 13 | 18 | -9
28: Cc1ccc(S(=O)(=O)N2CCN(CCNC(=O)C(=O)NCc3ccccc3)CC2)cc1
  i | -12 | 0 | -3 | 2 | 1 | -7 | -6 | 0
29: COCCNC(=O)CCN1N=C(c2ccccc2)CCC1=O
  i | 14 | 0 | -4 | -5 | -2 | 10 | 15 | 7
30: CCN(CC)C(=O)c1ccc2c(=O)n(Cc3ccc4c(c3)OCO4)c(=S)[nH]c2c1
  i | 10 | -12 | -29 | 0 | 2 | -71 | 3 | 7
31: CCS(=O)(=O)N1CCN(C(=O)c2cccc(OC)c2)CC1
  i | 14 | -11 | -10 | 3 | 0 | -2 | 0 | -1
32: CC(C)C[C@@H](CN1CCC[C@H]1CN1C(=O)C(=O)NC[C@@H]1Cc1ccc(O)cc1)N1C[C@H](Cc2ccc(O)cc2)N(CC2CCCCC2)C(=O)C1=O
  i | 6 | 1 | 2 | x | 3 | x | -20 | -1
33: CCOC(=O)N1CCN(C(=O)c2ccc3c(=O)n(CCC4=CCCCC4)c(=O)[nH]c3c2)CC1
  i | -18 | -2 | 2 | -1 | 3 | 7 | 4 | -1
34: CCC(C(=O)N1CCC(C(N)=O)CC1)n1nc(C)n2c(cc3occc32)c1=O (configuration not stated)
  i | 0 | 1 | -8 | -2 | 1 | -2 | 14 | 1
35: CCOc1cc(/C=C/C(=O)c2ccc(OC)c(CN3CCOCC3)c2)cc(Br)c1O
  i | 13 | -1 | 2 | -4 | -101 | -131 | -134 | -235
36: O=C1/C(=C\c2ccc(O)cc2)CCC1CNc1ccc(Cl)cc1 (configuration not stated)
  i | 5 | -6 | 4 | 2 | -10 | -4 | -3 | -32
37: Cc1ccc(/C=C/C(=O)Nc2ccc(S(=O)(=O)Nc3cc(C)nc(C)n3)cc2)cc1
  i | 14 | -2 | -4 | -2 | 1 | -4 | 5 | 0
38: COc1cccc(C(=O)Oc2cc(-c3ccccc3)no2)c1
  i | -3 | 1 | -3 | 0 | 0 | -9 | 8 | 3
39: Cc1ccc(NC(=O)CN2CCN(C(=O)c3ccco3)CC2)cc1S(=O)(=O)N(C)C
  i | 7 | -3 | -3 | 5 | 2 | 27 | 10 | -5
40: CN1CC(C(=O)O)Cc2c1ccc1ccccc21 (configuration not stated)
  x | 6 | -9 | -6 | -4 | -1 | -1 | 9 | -3
41: CNC(C)C(=O)NC(C(=O)NC(C)C(=O)NNc1ccccc1)C(C)C (configuration not stated)
  i | -3 | 1 | -5 | 0 | 1 | -13 | 5 | 14
42: CCOc1cc(NS(=O)(=O)c2ccc(NC(C)=O)cc2)c(OCC)cc1NC(=O)c1cccs1
  i | 8 | -2 | 7 | -3 | 3 | 3 | -3 | 10
43: CCCCN(C(=O)/C=C/c1ccccc1)C1CCS(=O)(=O)C1 (configuration not stated)
  i | 6 | -1 | -5 | -4 | 2 | 10 | -1 | -6
44: CCc1ccc(/C(C)=N/NS(=O)(=O)c2ccc(OC)cc2)s1
  i | -14 | 0 | 9 | 2 | 2 | 16 | 4 | 1
45: CCOC(=O)c1cnc(SCC(=O)c2ccc3c(c2)OCCO3)nc1N
  i | 3 | -3 | 11 | 2 | 2 | 22 | 11 | -1
46: Cc1nc(-c2ccc(NC(=O)CC(C)C)cc2)cs1
  i | 10 | -5 | -11 | 2 | 5 | 26 | -13 | -6
47: COC(=O)c1ccccc1NC(=O)C(=O)NCc1ccncc1
  i | 2 | -3 | -9 | 0 | 3 | -5 | -2 | -7
48: Cn1c(=O)c2c(nc(CN3CCOCC3)n2CCc2ccccc2)n(C)c1=O
  i | 0 | -2 | -5 | 0 | -3 | 10 | 12 | 2
49: CC(Oc1ccc(-c2ccccc2)cc1)C(=O)N/N=C/c1cccnc1 (configuration not stated)
  i | -13 | -2 | 4 | 4 | -4 | -4 | 12 | -3
50: CCOC(=O)[C@]12CCCC=C1N(Cc1ccco1)C(=O)[C@H](CC(=O)NCc1ccccc1)C2
  i | 6 | -2 | -6 | x | 1 | x | 13 | 10
51: CC(C)NC(=O)C1=NN(c2ccccc2)C(=O)CC1
  i | 18 | 2 | -6 | 1 | 3 | -9 | 16 | 8
52: O=C(NCCCO)C(=O)Nc1ccc2c(c1)N(S(=O)(=O)c1cccs1)CCC2
  i | -10 | 0 | 4 | 0 | 2 | 1 | -6 | -12
53: COc1ccccc1Cc1c(-c2ccc(OC)c(OC)c2)nc2c(Cl)cc(C(F)(F)F)cn12
  i | 7 | -2 | 36 | x | 0 | x | -18 | -8

Copied from the entries so far (13 entries):
Values run as follows: Neddylation inh | SKN-1 inh | MsrA act | FAS TE block | Rin1-Abl PPI inh | MT1-MMP act inh | MLLE-PAM2 inh | NRP1-CendR mod | E coli Lon inh
31: CCS(=O)(=O)N1CCN(C(=O)c2cccc(OC)c2)CC1
  i | 14 | -11 | -10 | 3 | 0 | -2 | 0 | -1
32: CC(C)C[C@@H](CN1CCC[C@H]1CN1C(=O)C(=O)NC[C@@H]1Cc1ccc(O)cc1)N1C[C@H](Cc2ccc(O)cc2)N(CC2CCCCC2)C(=O)C1=O
  i | 6 | 1 | 2 | x | 3 | x | -20 | -1
33: CCOC(=O)N1CCN(C(=O)c2ccc3c(=O)n(CCC4=CCCCC4)c(=O)[nH]c3c2)CC1
  i | -18 | -2 | 2 | -1 | 3 | 7 | 4 | -1
34: CCC(C(=O)N1CCC(C(N)=O)CC1)n1nc(C)n2c(cc3occc32)c1=O (configuration not stated)
  i | 0 | 1 | -8 | -2 | 1 | -2 | 14 | 1
35: CCOc1cc(/C=C/C(=O)c2ccc(OC)c(CN3CCOCC3)c2)cc(Br)c1O
  i | 13 | -1 | 2 | -4 | -101 | -131 | -134 | -235
36: O=C1/C(=C\c2ccc(O)cc2)CCC1CNc1ccc(Cl)cc1 (configuration not stated)
  i | 5 | -6 | 4 | 2 | -10 | -4 | -3 | -32
37: Cc1ccc(/C=C/C(=O)Nc2ccc(S(=O)(=O)Nc3cc(C)nc(C)n3)cc2)cc1
  i | 14 | -2 | -4 | -2 | 1 | -4 | 5 | 0
38: COc1cccc(C(=O)Oc2cc(-c3ccccc3)no2)c1
  i | -3 | 1 | -3 | 0 | 0 | -9 | 8 | 3
39: Cc1ccc(NC(=O)CN2CCN(C(=O)c3ccco3)CC2)cc1S(=O)(=O)N(C)C
  i | 7 | -3 | -3 | 5 | 2 | 27 | 10 | -5
40: CN1CC(C(=O)O)Cc2c1ccc1ccccc21 (configuration not stated)
  x | 6 | -9 | -6 | -4 | -1 | -1 | 9 | -3
41: CNC(C)C(=O)NC(C(=O)NC(C)C(=O)NNc1ccccc1)C(C)C (configuration not stated)
  i | -3 | 1 | -5 | 0 | 1 | -13 | 5 | 14
42: CCOc1cc(NS(=O)(=O)c2ccc(NC(C)=O)cc2)c(OCC)cc1NC(=O)c1cccs1
  i | 8 | -2 | 7 | -3 | 3 | 3 | -3 | 10
43: CCCCN(C(=O)/C=C/c1ccccc1)C1CCS(=O)(=O)C1 (configuration not stated)
  i | 6 | -1 | -5 | -4 | 2 | 10 | -1 | -6
